Assay outcomes as filed in PubChem.
Eya2 inh: qHTS Assay for Inhibitors of the Phosphatase Activity of Eya2; recombinant Eya2, OMFP fluorescence dephosphorylation (OMFP is methylfluorescein phosphate); Potency, µM (doses to about 76.9 µM), inactives show at the highest dose activity, negative = inhibition, usual class: inhibitors; 0.006% of 330,000 active; AID 488837, 2010; note: potency is the fitted concentration of half-maximal effect; % is set by controls: 0 for no effect and ±100 for the full control effect
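Eya2 (0.2 uM) preincubated 10 min at ambient with compound, then OMFP substrate added at 50 uM; 10 min reaction in 50 mM HEPES pH 7.5, 50 mM NaCl, 5 uM MgCl2, 0.05% BSA, 1 mM DTT. Fluorescence read at Ex 485/Em 525 nm.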
Mito fusion yeast: qHTS Assay for Small Molecule Inhibitors of Mitochondrial Division or Activators of Mitochondrial Fusion. S. cerevisiae fusion-defective mutant growth rescue, CellTiterGlo 48 h. 0.23% of 320,000 active. Potency, µM (series often up to 46.1 µM), for inactives: at the highest dose growth rescue (activation), hits mostly activators;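 note: potency is the fitted concentration of half-maximal effect; % of control where 0% means no effect; nearly all actives have a fitted effect of over 45% in size; temperature-sensitive fusion mutants such as fzo1-1 at 37 °C on non-fermentable ethanol glycerol medium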
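Growth-rescue viability read-out: after 48 h at the non-permissive 37C in glycerol/ethanol YPEG, yeast mitochondrial fusion mutants are measured by CellTiterGlo luminescence; compounds (23 nl pinned per well) restoring growth score as division inhibitors or fusion activators.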
ELG1 repair inh: qHTS screen for small molecules that inhibit ELG1-dependent DNA repair in human embryonic kidney (HEK293T) cells expressing luciferase-tagged ELG1 | HEK293T ELG1-luciferase reporter, luminescence, 16 h; DNA damage induced by 5-fluorouridine | Potency, µM (doses to about 46.1 µM), for the others: at the highest dose activity change, negative = inhibition, most hits filed as inhibitors | 2.3% of 330,000 active; note: potency is the fitted concentration of half-maximal effect; % is set by controls: 0 for no effect and ±100 for the full control effect; nearly all actives have a fitted effect of over 55% in size
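DMSO vehicle served as the neutral condition. Each well held 2,000 cells given 5-fluorouridine plus compound; after 16 hr at 37 °C/5% CO2, ONE-Glo was added and luciferase measured 30 min later.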
hERG WT inh: qHTS for Inhibitors of KCHN2 3.1: Wildtype qHTS; AID 720551, 2013; activity change, % at 1.84 µM; 0.37% of 340,000 active; U2OS, BacMam KCNH2, thallium flux FluxOr; active compounds read low;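 active = maximum activity change below -70%; inconclusive = maximum activity change between -70% and -50%; inactive = maximum activity change above -50%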; note: % is set by controls: 0 for no effect and ±100 for the full control effect
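U2OS cells were transduced with wild-type KCNH2 virus (2.03 x 10^8 / mL) for 4 h at room temperature, then cultured overnight at 37 C. Thallium flux was read with FluxOr dye. Rate constants were normalized to DMSO controls.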
KCNH2 3.1 inh: qHTS for Inhibitors of KCHN2 3.1: Mutant qHTS; Potassium voltage-gated channel subfamily H member 2, brain isoform KCNH2 3.1 (human); U2OS KCNH2 3.1, thallium flux FluxOr; active compounds read low; activity change, % (tested at about 1.8 µM); 0.95% of 340,000 active; AID 720553, 2013;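 active = maximum activity change below -70%; inconclusive = maximum activity change from -70% to -50%; inactive = maximum activity change above -50%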;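 note: thallium influx rate constant from kinetic fluorescence after stimulation buffer; % is set by controls: 0 for no effect and ±100 for the full control effect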
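Steps: virus added to U2OS suspension (4 h, RT, dark); medium with 10% FBS added, cells plated, 37 C overnight; FluxOr/Red40 loading buffer 45 min RT; stimulation buffer, 2 min kinetic read; rate constant normalized.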
TSHR antagonist: Antagonists of the Thyroid Stimulating Hormone Receptor: HTS campaign. TSHR-expressing cells, TSH-stimulated cAMP HTRF, 2 h; active compounds read low. activity change, negative = inhibition, % at 11.5 µM. 0.2% of 330,000 active. AID 504810, 2011;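 active = activity change below a set negative limit, meaning inhibition stronger than a set level, cut at about -70% in these data; inconclusive = activity change between two set negative limits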; note: % is set by controls: 0 for no effect and ±100 for the full control effect
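Read-out is FRET at 665 nm (cryptate excitation 337 nm) from a cryptate-tagged anti-cAMP antibody, competed by cell cAMP against cAMP-d2. Compounds are tested on freshly harvested TSHR cells challenged with 4nM TSH (EC80) for 2 hours at 37 deg C.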
AT treatment: qHTS Assay for Identifying a Potential Treatment of Ataxia-Telangiectasia. […] A-T fibroblasts, KAP-1 phosphorylation AlphaLISA; neocarzinostatin DNA damage 30 min before lysis. Potency, µM (series often up to 57.5 µM), for inactives: top-dose activation, actives largely listed as activators. 0.19% of 320,000 active. AID 485349, 2010; note: potency is the fitted concentration of half-maximal effect; % of control where 0% means no effect; nearly all actives have a fitted effect of over 45% in size
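ATM-like activity read as KAP-1 phosphorylation via AlphaLISA donor/acceptor antibody pairs after lysis and 6 hr at 25C. Cells were ATM-null patient fibroblasts ([…], hTERT), dosed 60 min, then exposed to the DSB inducer NCS for 30 min.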
TRPV1 ag: HTS Assay for Compounds that Act as Agonists of the Vanilloid Receptor 1; activation, % at 8.33 µM; TRPV1-expressing cells, Fluo-8 calcium influx, agonist mode; 0.19% of 320,000 active; AID 540275, 2011; Transient receptor potential cation channel subfamily V member 1 (Homo sapiens), Q8NER1; in the data active = activation above about 80%; inconclusive = between about 30% and that limit; note: 0% is about no effect
Target sequence (Q8NER1 whole entry, looked up): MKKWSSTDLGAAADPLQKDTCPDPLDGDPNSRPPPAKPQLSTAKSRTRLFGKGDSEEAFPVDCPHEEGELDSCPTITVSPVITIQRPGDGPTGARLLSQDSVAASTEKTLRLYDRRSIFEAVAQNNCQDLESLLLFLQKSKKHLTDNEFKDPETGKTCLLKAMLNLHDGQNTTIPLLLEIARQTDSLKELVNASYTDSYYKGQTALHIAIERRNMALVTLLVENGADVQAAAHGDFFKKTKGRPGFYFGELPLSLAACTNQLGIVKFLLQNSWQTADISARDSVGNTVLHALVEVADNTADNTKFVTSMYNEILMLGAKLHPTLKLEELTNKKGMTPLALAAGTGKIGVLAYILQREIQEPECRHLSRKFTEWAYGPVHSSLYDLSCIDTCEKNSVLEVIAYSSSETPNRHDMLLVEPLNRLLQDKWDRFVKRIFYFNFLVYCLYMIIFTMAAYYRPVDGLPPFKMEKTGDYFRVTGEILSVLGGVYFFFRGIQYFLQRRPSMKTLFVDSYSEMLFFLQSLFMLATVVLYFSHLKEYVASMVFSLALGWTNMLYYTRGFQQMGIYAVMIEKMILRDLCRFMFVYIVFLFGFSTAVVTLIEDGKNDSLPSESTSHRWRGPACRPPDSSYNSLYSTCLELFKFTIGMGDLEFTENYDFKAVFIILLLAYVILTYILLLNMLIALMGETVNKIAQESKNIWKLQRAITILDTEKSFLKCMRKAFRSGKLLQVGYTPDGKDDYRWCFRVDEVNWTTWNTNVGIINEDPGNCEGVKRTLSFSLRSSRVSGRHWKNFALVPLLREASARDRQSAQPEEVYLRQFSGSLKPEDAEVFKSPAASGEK
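Fluo-8 calcium influx in TRPV1-expressing cells, kinetic read (ex 480/em 520 nm). Compound added and read 3 min for agonist activity, followed by capsaicin at EC20 final and 2 min further read for enhancement.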
USP2a block: qHTS Assay for Inhibitors of Ubiquitin-specific Protease USP2a Using CHOP2 as the Reporter. Ubiquitin carboxyl-terminal hydrolase 2 (Homo sapiens), O75604. USP2 core, Ub-CHOP2 coupled fluorogenic reporter, 485/531. Potency, µM (titrated, usually from 38.3 µM), for the others: top-dose activity change, negative = inhibition, hits mostly inhibitors. 0.01% of 330,000 active;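 note: potency is the fitted concentration of half-maximal effect; plate controls were DMSO wells for no effect and full inhibition by NEM control for full effect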
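Cell-free coupled assay: 10nM USP2 core preincubated 30min RT with compound in Tris-HCl pH 8.0/CaCl2/CHAPS buffer, then 25nM Ub-CHOP2 and 25nM reporter substrate; fluorescence (Ex 485/Em 531) read after 60min RT, normalized to NEM inhibition, concentration-response curves fitted.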
TCR act: Activators of T cell receptors: qHTS campaign. 330,000 tested, under 10 active. Potency, µM (highest dose often 9.22 µM), inactives show at the highest dose activation of IL-2 secretion, most hits filed as activators. AID 504894, 2011. primary human leukocytes, anti-CD3, IL-2 HTRF, 48 h; note: % of control where 0% means no effect
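Primary human leukocytes incubated 48 hr with anti-CD3 beads plus compound, without co-stimulation. Secreted IL-2 measured by HTRF (europium cryptate/d2 anti-IL-2 pair, 320 nm excitation, 665 nm emission).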
* = called active by the depositor; i = inactive; ? = inconclusive; . = no result given; [ ] = remark or other dose. Unless noted, calls come from the whole dose curve; as a rule, active = well fitted curve in the direction sought with a large enough effect; inconclusive = small, poorly fitted or top-dose-only effect, or another doubt; inactive = no such curve, though single readings can be large; an effect the other way counts as inactive or inconclusive. Not all compounds are listed; rates above refer to the full screens.

SMILES | Eya2 inh | Mito fusion yeast | ELG1 repair inh | hERG WT inh | KCNH2 3.1 inh | TSHR antagonist | AT treatment | TRPV1 ag | USP2a block | TCR act
COc1ccc(OC)c(-c2nn(-c3ccccc3)cc2C(=O)NCC(c2cccs2)N2CCOCC2)c1 (stereo not drawn) | -7% | 7% | ? | 3 | 2 | -5 | 4% | 8 | -2% | -3%
O=C(Nc1ccccc1-c1nnc(SCc2ccc(Cl)cc2)o1)c1ccccc1 | 14% | 3% | 3% | -10 | 3 | -2 | 5% | 2 | 2% | 2%
O=C(CN1C(=O)/C(=C/c2cccc(Br)c2)SC1=S)NC1=NCCS1 | -7% | 13% | 9% | 9 | -1 | 0 | 4% | 4 | 3% | -4%
CCCCn1c(-c2ccsc2)nc2c1c(=O)[nH]c(=O)n2CCC | -10% | 6% | ? | 1 | -1 | 1 | 6% | 18 | 4% | .
Cc1c(Cl)cccc1NC(=O)Cn1cc(C(F)(F)F)cc(Cl)c1=O | 17% | -4% | 19% | -4 | 4 | 6 | -1% | 1 | 3% | -9%
CCOc1ccc(S(=O)(=O)Nc2cc(OC)ccc2OC)cc1 | 2% | -17% | 20% | -1 | -13 | 17 | 2% | -2 | 6% | 10%
COc1ccc(CN(C)C(=O)c2ccc(Oc3ccccc3)cc2)cc1F | -13% | 25% | ? | 0 | -1 | -18 | 8% | 17 | 3% | -2%
CC1CCCN(C(=O)COC(=O)C2=COCCO2)C1 (stereo not drawn) | 2% | . | ? | 0 | 27 | 15 | 1% | . | 1% | 8%[46.1 µM]
COc1ccc(CCC(C)NCc2cccc(Br)c2)cc1 (stereo not drawn) | -20% | -12% | 2% | 24 | ? | 22 | 4% | 3 | -1% | .
O=C(c1cc(Br)c(Br)s1)N1CCc2ccccc2C1 | 0% | . | 0% | -6 | -7 | -17 | 7% | . | -1% | .
COc1ccc(C2C3C(C)=NN=C3CC(C)(O)C2C(C)=O)cc1 (stereo not drawn) | 6% | 1% | -3% | -4 | -14 | 9 | -2% | 2 | 2% | 0%[46.1 µM]
CC1CN(C(=O)c2ccc(NS(=O)(=O)c3ccc(C(C)(C)C)cc3)cc2)CC(C)O1 (stereo not drawn) | -4% | -2% | -13% | -11 | 1 | -9 | -4% | 10 | 5% | 3%
CSc1ncnc2sc(C)c(C)c12 | -1% | -1% | -14% | . | -5 | 7 | 7% | -6 | 3% | 0%
O=C(C1CCCN1S(=O)(=O)c1ccc(Br)cc1)N1CCOCC1 (stereo not drawn) | 5% | ? | 17% | i | 15 | 3 | 2% | 2 | 4% | 3%
COc1ccc(CCNC(=O)N[C@@H](Cc2ccccc2)C(=O)O)cc1 | 1% | -14% | 1% | 9 | 4 | -2 | -9% | 0 | 1% | 0%
Cc1ccc(S(=O)(=O)Nc2nc3c(s2)C(=O)CC(C)(C)C3)cc1 | 21% | -3% | -1% | -4 | 7 | 1 | 0% | -1 | 2% | -14%
CCCCOc1ccc(CNn2c(C)nc3ccccc3c2=O)cc1 | -1% | 0% | ? | 6 | -1 | -1 | 6% | . | 3% | -1%
CCOc1ccc(Oc2nc(N(CC)CC)nc(N3CCOCC3)n2)nn1 | 7% | -1% | ? | 0 | 6 | 4 | 5% | 8 | 1% | -2%
CN(C)c1nc(N)nc(CSc2ccccn2)n1 | 10% | -7% | ? | 7 | 21 | -1 | 5% | 1 | 4% | -2%
CCc1nn(CC(=O)NCCCN2CCOCC2)c(=O)c2cc3cc(F)ccc3n12 | -10% | 2% | 18% | 8 | -2 | 3 | 0% | -3 | -6% | 2%
COc1ccc2c(C)cc(SCC(=O)NC3CCCC3)nc2c1 | -7% | . | -4% | -10 | -5 | 15 | -2% | . | 2% | .
Cc1ccc(NC(=O)Cc2cn(C)c3ccccc23)cc1F | -11% | 9% | 1% | 1 | -10 | 6 | 5% | 0 | 3% | 14%
O=C(c1sccc1-c1ccccc1)N1CCN(S(=O)(=O)c2ccccc2)CC1 | -10% | 0% | 0% | 5 | -4 | 2 | 14% | 4 | 3% | -2%
O=C(c1ccc(Nc2cccc(C(F)(F)F)c2)nc1)N1CCCC1 | -7% | -8% | 6% | -1 | -2 | -4 | -12% | 12 | -4% | .
Cc1cccc(C)c1OCc1nnc(SCC(=O)Nc2ccc(N3CCOCC3)cc2)o1 | 4% | 6% | -1% | 4 | 9 | -5 | -8% | 3 | 1% | -5%
CC(OC(=O)Cc1ccc(F)cc1)C(=O)NCc1ccc2c(c1)OCO2 (stereo not drawn) | -7% | 10% | 15% | 0 | 12 | -5 | 0% | 19 | 1% | 3%
Cc1c(Cl)cccc1Nc1nc(N)nc(CSc2ncccn2)n1 | 8% | -3% | ? | 3 | 3 | 1 | 13% | 1 | 2% | -10%
CCOC(=O)c1cnc2scnn2c1=O | 8%[15.4 µM] | -3% | 0% | 5 | -6 | 13 | 8% | 3 | -3% | -3%
c1ccc(CCCN2CCN(c3ccccn3)CC2)cc1 | 10% | 5% | 24% | 25 | -11 | 6 | 4% | 3 | 3% | 0%
COc1ccccc1N(CC(=O)NC1CCCC1)C(=O)CCC(=O)Nc1ccccn1 | -3% | 2% | 4% | -13 | 9 | -6 | 0% | 0 | 2% | -1%
CCN1CCN(C(=O)c2ccc(CS(=O)Cc3ccc(C)cc3)o2)CC1 (stereo not drawn) | -4% | -8% | ? | -3 | 15 | 2 | 4% | 0 | -4% | -1%
COc1ccc(O)c(/C=N/NC(=S)Nc2cccc(S(=O)(=O)N(C)C)c2)c1 | 8% | 4% | ? | -2 | -21 | 5 | -7% | 1 | -9% | 13%[46.1 µM]
Nc1c(C(=O)NCc2cccnc2)sc(=S)n1-c1ccccc1 | 2%[15.4 µM] | 1% | ? | -8 | -7 | -8 | -1% | 0 | 0% | 2%
COCCNC(=O)c1cc2cc(Cl)cc(Cl)c2oc1=O | -5% | 2% | 14% | 0 | -1 | -14 | 1% | -1 | -1% | -3%
Cc1ccc(-c2noc(CN(C(=O)C(c3ccccc3)c3ccccc3)C(C)C)n2)cc1 | 0% | 1% | ? | -2 | 2 | -12 | -1% | 3 | -5% | 3%
NC(=O)C1=C[C@H](c2coc3ccccc3c2=O)C[C@H](OCCCCO)O1 | -3% | -3% | 0% | 5 | 12 | 6 | 19% | -3 | 2% | -4%
Cc1csc2c(SCC(=O)NNS(=O)(=O)c3cccc(C(F)(F)F)c3)ncnc12 | -3% | 2% | -1% | 2 | -7 | 17 | 21% | -7 | 0% | 1%
c1ccc(Cc2noc(CN3CCN(C4CCc5ccccc5C4)CC3)n2)cc1 (stereo not drawn) | -12% | ? | -22% | 34 | -127* | -1 | -5% | 8 | -2% | 4%
COc1cc(/C=N/N2C(=O)c3ccccc3NC2(C)c2cccc([N+](=O)[O-])c2)cc(Br)c1O (stereo not drawn) | 0% | 5% | -7% | -8 | -33 | -20 | 1% | 0 | 3% | 2%
CC1(C)Cc2c(ccc3ccccc23)/C(=C/C(=O)N2CCCCC2)N1 | -6% | -1% | -19% | 1 | -19 | 2 | -1% | ? | 0% | 5%

An excerpt from above with just TRPV1 ag, TCR act and Eya2 inh:
SMILES,TRPV1 ag,TCR act,Eya2 inh
CCCCOc1ccc(CNn2c(C)nc3ccccc3c2=O)cc1,.,-1%,-1%
CCOc1ccc(S(=O)(=O)Nc2cc(OC)ccc2OC)cc1,-2,10%,2%

Other compounds
SMILES | Eya2 inh | Mito fusion yeast | ELG1 repair inh | hERG WT inh | KCNH2 3.1 inh | TSHR antagonist | AT treatment | TRPV1 ag | USP2a block | TCR act
Cc1ccc(S(=O)(=O)/N=C2/C=C(Sc3ncn[nH]3)C(=O)c3ccccc32)c(C)c1 | -10% | -15% | 21µM* | . | . | -21 | ? | -1 | -1% | 1%
Cc1nn(-c2ccccn2)c2c1C(c1ccncc1)C1=C(CC(C)(C)CC1=O)N2 (stereo not drawn) | -3% | 7% | 0% | -26 | 4 | -14 | 1% | -1 | 2% | 0%
CCOC(=O)c1cc(-c2ccccc2)sc1NC(=O)c1ccc(OC)c(OC)c1 | 1% | -4% | -7% | 4 | 3 | 14 | -5% | -2 | 2% | -4%[46.1 µM]
Cc1ccc(S(=O)(=O)N2CCCCC2)cc1NC(=O)c1ccc(Cl)nc1 | -1% | 4% | ? | -1 | -6 | -11 | 14% | 3 | -1% | 13%
